DNMT1 inh – blocks human DNA methyltransferase DNMT1. P26358. DNMT1 molecular beacon, Hinp1I cleavage, fluorescence. inhibition (reported as % activation of signal), % at 10 µM. actives 0.83% (n = 360,000). AID 588458; in the data active = inhibition above about 50%
CSN inh – CSN deneddylation inhibition; Q92905; Purified CSN, SCF-Nedd8-OG deneddylation, fluorescence polarization; inhibition, % at 12.5 µM; actives 0.38% (n = 360,000);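 active = pattern-corrected inhibition above about 35%, with an unprinted fluorescence ratio check between 0.5 and 1.5, limit read from the data, passing the limit was not always enough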;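 also: 0% = enzyme with substrate and 100% = substrate without enzyme; some results filed as inactive read as strong as hits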
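Schedule: reaction 90 min, room temperature / Assay system: HEK293T-derived human Csn5 enzyme / Input: Csn5 at 0.24 nM final / Measure: inhibition of Csn5 cleavage, % / Control set: substrate-only high control, full reaction low control / Technique: fluorescence polarization of the substrate / Buffer or medium: Tris/NaCl/DTT buffer, pH 7.5 / Reagent: SCFSkp2-Nedd8OG substrate at 10 nM final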
SUMO1-SIM PPI – modulators of human SUMO1-mediated protein-protein interactions | AID 602429 | SUMO1 binding to a labelled peptide, TR-FRET, 1 h | actives 0.33% (n = 360,000) | inhibition, % at 20 µM; in the data active = inhibition above about 37%
NadD block – NadD (S. aureus) enzyme inhibition | purified NadD enzyme, colorimetric absorbance read-out | inhibition, % at 20 µM | actives 0.78% (n = 360,000); in the data active = inhibition above about 26%; also: some compounds past the cut are filed as inactive
Tb MetRS inh – blocks T. brucei methionyl-tRNA synthetase activity; AID 624268; inhibition, % at 11.9 µM; purified T. brucei MetRS, ATP depletion, Kinase-Glo luminescence; actives 0.4% (n = 360,000);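 active = inhibition above a per-plate cutoff of the control wells' mean inhibition plus 3 SD, cut at about 5.5% in these data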;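 also: 0% = DMSO wells median and 100% = median of wells with control inhibitor compound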
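Dosing: 11.9 µM single point; system: parasite MetRS enzyme; technique: luminescence of leftover ATP; times: 15 min enzyme-compound preincubation, 2 h reaction, 10 min detection, 25 °C; replicates: each compound tested once; read-out basis: percent inhibition relative to median high and low control wells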
LMPTP block – blocks human LMPTP phosphatase; AID 651560; recombinant LMPTP-A, OMFP fluorogenic substrate, fluorescence intensity; actives 0.22% (n = 360,000); P24666; inhibition, % at 20 µM;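 active = compounds that cut the enzyme signal by at least half of the control window in the single-dose screen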;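 also: plate controls were DMSO wells with enzyme plus substrate for no effect and substrate without enzyme for full effect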
Target sequence (P24666 whole entry, looked up): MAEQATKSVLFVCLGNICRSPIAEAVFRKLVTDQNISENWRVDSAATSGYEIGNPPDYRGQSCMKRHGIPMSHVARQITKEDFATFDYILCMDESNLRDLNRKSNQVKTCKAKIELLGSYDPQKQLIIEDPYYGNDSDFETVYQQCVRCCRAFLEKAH
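Test system: LMPTP-A phosphatase enzyme. Amount: LMPTP-A at 0.625 nM final in the reaction. Reagent: OMFP substrate, 400 µM final. Times: 50 min at room temperature. Signal: endpoint fluorescence intensity from OMFP dephosphorylation. Read-out basis: % inhibition. Benchmarks: no-enzyme and uninhibited controls.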
STEP block – blocks human striatal-enriched tyrosine phosphatase; actives 0.25% (n = 360,000); recombinant STEP, OMFP fluorogenic substrate, fluorescence; inhibition, % at 20 µM;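 active = inhibition at 20 µM, scaled per plate between control wells, above about 37%, limit read from the data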;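 also: 0% = DMSO with enzyme and substrate and 100% = substrate only without enzyme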
Target sequence (P54829 whole entry, looked up): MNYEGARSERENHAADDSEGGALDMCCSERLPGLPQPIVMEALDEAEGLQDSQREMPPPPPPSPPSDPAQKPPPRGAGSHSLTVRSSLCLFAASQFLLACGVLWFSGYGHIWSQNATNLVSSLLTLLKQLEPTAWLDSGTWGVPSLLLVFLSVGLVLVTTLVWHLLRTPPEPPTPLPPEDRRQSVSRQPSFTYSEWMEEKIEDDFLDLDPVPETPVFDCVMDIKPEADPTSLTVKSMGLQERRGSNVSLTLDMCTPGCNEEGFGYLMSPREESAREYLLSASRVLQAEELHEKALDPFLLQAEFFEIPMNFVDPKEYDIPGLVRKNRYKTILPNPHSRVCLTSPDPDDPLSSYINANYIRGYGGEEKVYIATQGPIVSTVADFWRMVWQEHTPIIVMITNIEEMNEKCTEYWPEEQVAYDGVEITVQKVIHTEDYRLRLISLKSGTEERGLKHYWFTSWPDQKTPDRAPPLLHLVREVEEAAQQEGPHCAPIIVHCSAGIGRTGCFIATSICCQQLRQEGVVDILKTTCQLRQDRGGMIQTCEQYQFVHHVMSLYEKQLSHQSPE
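material = STEP tyrosine phosphatase | reagent = fluorogenic phosphatase substrate OMFP at 25 µM final | doses = single compound dose of 20 µM, 1% DMSO final | schedule = 20 min reaction, room temperature, in the dark | measured by = fluorescence, 480/540 nm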
Scp1 inh – blocks human Scp-1 phosphatase activity. inhibition, % at 20 µM. Recombinant Scp1, phosphopeptide, malachite green phosphate absorbance. actives 0.88% (n = 340,000). Q9GZU7;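 active = inhibition above about 50% at 20 µM, limit read from the data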;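 also: plate controls were DMSO wells with enzyme for no effect and wells lacking enzyme for full effect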
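Times: enzyme reaction 45 min at room temperature, colour 5 min, stabilisation 30 min. Material: SCP-1 catalytic fragment, aa 76-261. Medium: Acidic Tris acetate buffer with magnesium and detergent. Signal: colorimetric free-phosphate detection, absorbance 630 nm. Read-out basis: % inhibition of SCP-1 phosphate liberation. Reagent: Phosphorylated 17-residue peptide substrate.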
MsrA inh – inhibitors of bovine MsrA; inhibition, % at 15.5 µM; purified bovine MsrA, absorbance read-out; actives 0.75% (n = 360,000); AID 651718; in the data active = inhibition above about 4.5%;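 also: 0% = vehicle wells with enzyme and 100% = reference inhibitor wells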
Rpn11 inh – Rpn11 (human) deubiquitinase inhibition | O00487 | human 26S proteasome, Ub4-pepOG fluorescence polarization; 20S core pre-blocked with epoxomicin | calls only at 20 µM | actives 0.59% (n = 360,000) | AID 588493;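 active = inhibition at 20 µM, scaled to each plate's controls, above about 33%, limit read from the data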
Target sequence (O00487 whole entry, looked up): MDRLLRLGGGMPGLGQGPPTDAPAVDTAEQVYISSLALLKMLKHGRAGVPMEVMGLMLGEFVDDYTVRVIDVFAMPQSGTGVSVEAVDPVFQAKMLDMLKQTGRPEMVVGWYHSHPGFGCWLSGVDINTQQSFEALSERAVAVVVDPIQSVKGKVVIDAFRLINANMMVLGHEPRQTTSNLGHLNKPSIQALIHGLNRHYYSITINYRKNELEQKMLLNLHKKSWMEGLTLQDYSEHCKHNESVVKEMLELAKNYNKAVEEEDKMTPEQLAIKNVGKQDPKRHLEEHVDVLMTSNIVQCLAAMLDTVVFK
Numbers without * were called inactive; i = inactive; nt = not tested or not shown. This is a random part of the collection. Share with any hit: about 3.9%.

SMILES	DNMT1 inh	CSN inh	SUMO1-SIM PPI	NadD block	Tb MetRS inh	LMPTP block	STEP block	Scp1 inh	MsrA inh	Rpn11 inh
O=C(NC1CC(=O)N(c2ccccc2)C1)C(=O)c1c[nH]c2ccccc12 (centres undefined)	3	-1	-5	-9	-0.5	0.3	-1	4	1.0	i
COc1ccc(C2CC(C(F)(F)F)n3nc(C(=O)O)cc3N2)cc1 (centres undefined)	23	2	0	0	0.6	-1.5	0	-7	-0.5	i
C=CCOc1ccc(/C=N/N2C(=O)C(CC(=O)Nc3ccc(F)cc3F)SC2=NC)cc1 (centres undefined)	22	-5	-4	0	-0.4	-0.7	2	-10	0.4	i
COc1ccc(Cl)cc1NC(=O)c1sc2nc(C)nc(N3CCOCC3)c2c1C	-30	-4	-18	-6	0.1	-2.1	-1	13	1.2	i
CCOc1ccc(C(=O)NCC(=O)OCc2ccc(F)cc2Cl)cc1	-2	1	-4	-8	-1.0	1.1	-2	0	1.1	i
O=C(NC1CCCCC1)N(C1=NCCCCC1)c1ccc(Br)cc1	5	-2	-4	1	0.4	-0.6	0	1	0.9	i
CCOC(=O)c1ccc(CC(=O)c2ccc(O)cc2O)o1	-2	-3	5	1	-0.8	1.1	-2	-8	2.6	i
CC(CCc1ccco1)N(C)S(=O)(=O)c1csc(C(N)=O)c1 (centres undefined)	0	-1	-5	-2	-0.5	-1.1	1	-4	1.3	i
CCCS(=O)(=O)NC(=O)C1(C)CCCN(C(=O)c2ccco2)C1 (centres undefined)	-3	0	4	-2	0.1	-0.8	-2	nt	-0.3	i
CC1CCC(NC(=O)c2nn(C)c3c2CS(=O)(=O)c2ccccc2-3)CC1 (centres undefined)	2	4	3	-6	-0.2	-0.9	-3	-4	-0.5	i
COc1ccc(NC(=S)NCCCN2CCCC2)cc1Cl	0	1	-7	-1	2.0	-1.9	90*	-17	-0.7	i
CC(O)C(O)C(O)C(O)/C=N/NC(=O)c1ccccc1 (centres undefined)	5	1	4	-2	-0.6	-2.0	1	-9	0.3	i
O=C(CSc1nnc(-c2ccncc2)o1)c1ccc2c(c1)OCCO2	-3	0	0	-2	0.1	0.5	-2	-7	0.0	i
O=C(COc1ccc(S(=O)(=O)N2CCOCC2)cc1)Nc1ccccc1C(F)(F)F	4	0	-3	-6	-0.8	-0.1	2	-6	0.2	i
CCc1nc(SCC(=O)Nc2c(C)n(C)n(-c3ccccc3)c2=O)n[nH]1	6	-1	-1	0	-1.1	-2.6	2	-12	0.1	i
O=C(Nc1ccnn1C1CCN(C2CCCC2)CC1)c1ccccc1	1	-1	3	1	-0.1	-1.1	-2	-2	-0.6	i
Cc1cccn2c(=O)c3cc(C(=O)NC4CCCCC4)c(=N)n(CCN4CCOCC4)c3nc12	3	3	-25	-8	-1.0	1.3	-1	-1	0.8	i
O=C(Nc1nc2c(s1)CCCC2)c1cccs1	-5	1	1	-3	-1.5	-0.8	-3	0	2.2	i
O=C(c1cc(-c2ccccn2)nc2c(Cl)cccc12)N1CCN(C(=O)C2CCCO2)CC1 (centres undefined)	-8	-2	-7	3	-1.9	0.3	0	-2	-0.2	i
Cc1nc(SCC(N)=O)[nH]c(=O)c1CCC(C)C	-1	-1	-1	4	-0.4	-0.4	-1	-15	-1.0	i
O=C(CCNc1ccc(F)cc1)c1ccco1	0	1	-1	2	-0.3	-0.1	2	7	0.4	i
COc1ccc(-c2noc3c2-c2nc(-c4ccccc4Cl)sc2CC3)cc1	0	2	-1	0	-0.5	1.8	2	-17	1.6	i
Cc1ccsc1C(=O)OCC(=O)NC1CCS(=O)(=O)C1 (centres undefined)	-5	1	0	-7	-0.1	-2.1	-3	-4	-0.2	i
CCCCn1nc(C(=O)N(C)CC(=O)Nc2ccc(F)c(F)c2F)ccc1=O	-4	-2	3	-3	-0.1	-1.1	0	-11	1.2	i
COCOc1ccc(C2CC(=O)c3c(OCOC)cc(OCOC)cc3O2)cc1 (centres undefined)	1	-1	3	-1	0.2	0.3	-2	-4	-0.3	i
SMILES	DNMT1 inh	CSN inh	SUMO1-SIM PPI	NadD block	Tb MetRS inh	LMPTP block	STEP block	Scp1 inh	MsrA inh	Rpn11 inh
O=C(c1ccc(Cl)c(S(=O)(=O)N2CCCC2)c1)N1CCN(c2ccccc2F)CC1	-1	-1	1	0	-0.2	1.8	2	1	0.8	i
O=c1cc(C=NNc2ccc([N+](=O)[O-])cc2)[nH]c(=O)[nH]1	-2	1	-43	-2	-0.3	-0.2	2	-8	0.7	i
CC(C)(C)OC(=O)N1CCC[C@H]1C(=O)N/N=C/c1ccc2ncccc2c1	-1	-3	-3	-7	0.0	-1.2	-1	4	0.7	i
COc1ccc(C2=CN(Cc3ccccc3)C(c3ccccc3)CC2=O)cc1 (centres undefined)	3	3	-4	-1	-0.3	1.9	3	-11	3.5	i
O=C(CCNC(=O)c1ccc([N+](=O)[O-])cc1)NC1CCCCCC1	5	-7	-32	-1	0.0	-1.1	-1	-10	0.6	i
O=C(NCc1cccc(Br)c1)c1cc(-c2ccccc2)nn1CC1CC(c2cccc([N+](=O)[O-])c2)=NO1 (centres undefined)	0	-3	8	3	1.1	2.3	2	-5	-0.3	i
COc1ccc(CCNC(=O)COC(=O)c2cncc(Br)c2)cc1OC	-4	5	4	-3	0.0	-1.4	-3	-4	1.3	i
O=C(NCCOC(=O)c1ccc([N+](=O)[O-])cc1)c1cccnc1	1	-2	-16	0	-0.2	-0.5	1	-2	0.6	i
Cc1ccc(C(=O)CC(c2cccs2)S(=O)(=O)c2ccc(C)cc2)cc1 (centres undefined)	4	-10	-8	-1	-1.0	-0.2	0	-10	-0.4	i
Cc1ccc(C(c2sc3nc(C)nn3c2O)N2CC(C)OC(C)C2)cc1 (centres undefined)	0	0	0	1	-0.2	-2.4	-1	-5	-0.4	i
COC(=O)c1ccccc1NC(=S)N1CCN(c2ccc(OC)cc2)CC1	7	1	7	-5	-0.8	0.2	4	0	0.7	i
CSCc1ccc(C(=O)Nc2cccc(C)c2C)cc1	-2	-1	-1	-5	-0.4	-0.8	1	-11	-0.6	i
CCOCCCNC(=O)c1ccc(NC(=O)C2=CSCCO2)cc1	1	-2	0	3	0.0	-1.4	-3	-11	2.6	i
O=C1/C(=C/c2ccccn2)SC(=S)N1Nc1ncc(C(F)(F)F)cc1Cl	9	4	-25	7	-0.2	0.3	3	-7	1.9	i
O=C(CCN1C(=O)c2ccccc2S1(=O)=O)Nc1ccc(F)c(F)c1F	1	-8	3	-2	-0.5	0.4	-2	-7	-0.7	i
CCCCNC(=S)Nc1ccc(C(F)(F)F)cc1	2	3	1	-1	0.0	-0.4	9	-11	-0.8	i
CC(=O)c1nnn(-c2nc(N)nc(N(c3ccccc3)c3ccccc3)n2)c1C	-6	6	1	5	-0.2	2.5	-3	-7	-0.3	i
COc1ccc(-c2cc(=O)c3c(OC)c(OC)c(OC)c(OC)c3o2)cc1OC	-15	-2	-5	0	-1.6	-0.2	-3	-1	2.0	i
O=C(Nc1nnc(C2=COCCO2)o1)C1CCCCC1	2	3	3	-1	-0.4	0.1	1	-4	-0.3	i
O=C(O)CSc1nnc(COc2ccc([N+](=O)[O-])cc2)n1-c1ccccc1	-1	-3	6	-2	0.0	-1.4	-1	0	1.7	i
COc1cc(NC(=O)c2cccc(C)c2)ccc1NC(=O)c1cc2ccccc2o1	6	4	-5	2	0.8	0.8	0	-7	2.1	i
CCn1c(SCC(=O)NC(=O)NC(C)(C)C)nc2ccccc21	-3	-3	4	-1	-0.8	0.3	-4	-2	0.2	i
COCCCNC(=O)[C@H](Cc1c[nH]c2ccccc12)NC(=O)OCc1ccccc1	-1	-1	2	-7	-0.6	-1.8	0	1	-0.8	i
N=c1c(S(=O)(=O)c2ccccc2)cc2c(=O)n3ccccc3nc2n1CC1CCCO1 (centres undefined)	5	3	-16	4	0.5	1.2	0	5	1.3	i
O=S1(=O)CCC(NS(=O)(=O)c2cccc3cccnc23)C1 (centres undefined)	7	-5	2	2	-1.6	0.1	0	8	-0.1	i

Brought forward from above: 7 entries, then new ones.
SMILES	DNMT1 inh	CSN inh	SUMO1-SIM PPI	NadD block	Tb MetRS inh	LMPTP block	STEP block	Scp1 inh	MsrA inh	Rpn11 inh
O=C(Nc1nnc(C2=COCCO2)o1)C1CCCCC1	2	3	3	-1	-0.4	0.1	1	-4	-0.3	i
O=C(O)CSc1nnc(COc2ccc([N+](=O)[O-])cc2)n1-c1ccccc1	-1	-3	6	-2	0.0	-1.4	-1	0	1.7	i
COc1cc(NC(=O)c2cccc(C)c2)ccc1NC(=O)c1cc2ccccc2o1	6	4	-5	2	0.8	0.8	0	-7	2.1	i
CCn1c(SCC(=O)NC(=O)NC(C)(C)C)nc2ccccc21	-3	-3	4	-1	-0.8	0.3	-4	-2	0.2	i
COCCCNC(=O)[C@H](Cc1c[nH]c2ccccc12)NC(=O)OCc1ccccc1	-1	-1	2	-7	-0.6	-1.8	0	1	-0.8	i
N=c1c(S(=O)(=O)c2ccccc2)cc2c(=O)n3ccccc3nc2n1CC1CCCO1 (centres undefined)	5	3	-16	4	0.5	1.2	0	5	1.3	i
O=S1(=O)CCC(NS(=O)(=O)c2cccc3cccnc23)C1 (centres undefined)	7	-5	2	2	-1.6	0.1	0	8	-0.1	i
O=C(NCC1CCCO1)c1ccc2c(=O)n(CCc3ccccc3)c(=O)[nH]c2c1 (centres undefined)	8	0	5	-4	-0.6	0.8	0	2	1.2	i
CSc1ccc(S(=O)(=O)NCC(=O)OCC(=O)N(Cc2ccccc2)C(C)C)cc1[N+](=O)[O-]	2	-5	-37	-7	-0.5	0.7	0	-7	-1.0	i
Cc1ccc(/C(N)=N/OC(=O)c2ccco2)cc1	-3	-4	2	-4	-0.6	-1.0	-3	-6	0.8	i
Cc1cc(C(F)F)n2ncc(C(=O)O)c2n1	1	1	-1	-2	0.4	-0.7	2	-9	-0.2	i
O=C(Oc1ccc2c3c(c(=O)oc2c1)CCC3)c1ccco1	7	0	-2	-2	-0.1	-0.6	2	-5	0.0	i
CC(=O)Oc1ccc(-c2csc(Nc3ccccn3)n2)cc1	-9	-2	4	-2	-0.3	1.3	1	nt	1.3	i
O=C(NCc1ccco1)c1ccc(C(=O)NCc2ccco2)s1	3	4	-3	-4	-0.2	-1.2	0	-5	1.4	i
